HTR5A inv ag: HTR5A inverse agonism, opioid heterodimer counter-screen; HTR5A cell line, luminescence; 0.083% of 340,000 active; P47898; inhibition, % at 9.3 µM; in the data active = inhibition mostly above about 23%, no sharp cut-off; inactive = mostly below about 18%;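 note: 0% = cells with DMSO and 100% = no-cell wells with DMSO; some compounds called inactive have numbers as strong as hits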
DAGLB inh: blocks human DAGLB lipase activity; Q8NCG7; 0.059% of 340,000 active; inhibition, % at 5.17 µM; AID 504411; HEK293T DAGLB membrane lysate, EnzChek fluorogenic substrate; in the data active = inhibition above about 34%;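 note: 0% = enzyme with vehicle and 100% = wells lacking enzyme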
PKA-R1A act: activators of PKA-R1A complex. P00514+P68181. PKA-R1A dissociation, Cy5-IP20 fluorescence polarization; scaled: DMSO 0%, 113 µM cGMP 100%. activation, % at 11.4 µM. 0.083% of 340,000 active;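 active = percent activation above the mean of all tested compounds plus 3 SD, cut at about 19% in these data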;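 note: higher means more PKAc released from R1A so a rise in polarization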
DSG3 Ab inh: inhibitors of pemphigus antibody binding to human desmoglein-3; DSG3-coupled beads, scFv-anti-DSG3-GFP binding, flow cytometry; hits give low values; 0.48% of 310,000 active; P32926; binding (percent of control), % at 10 µM;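 active = binding more than 3 SD below its plate's average and above zero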;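 note: hits lower antibody fragment binding to DSG3; some compounds called inactive have numbers as strong as hits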
Arr AP2 block: human beta-arrestin and AP2 interaction inhibition; FITC-arrestin peptide / GST-AP2 beads, flow cytometry; AP2 beta2 appendage carries R879A mutation; inhibition, % at 10 µM; 0.31% of 340,000 active;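 active = inhibition above a set limit, near 3 SD of compounds lacking own fluorescence, cut at about 54% in these data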;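 note: plate controls were DMSO wells for no effect and 5 µM unlabelled arrestin peptide for full effect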
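test system = AP2 appendage R879A on GSH beads | buffer or medium = PBS plus Tween 20 (0.05%) and BSA (0.1%) | incubation = 12 min plus 1 h, RT | detection = bead flow cytometry, FITC channel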
HTR5A ag ctr: counter-screen for OPRM1-OPRD1 agonists: human HTR5A agonism; P47898; HTR5A agonist assay, luminescence, cell-based; activation, % at 9.3 µM; 0.61% of 340,000 active; AID 504692; in the data active = activation mostly above about 9.5%, no sharp cut-off; inactive = mostly below about 7.6%;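 note: 0% = cells with vehicle only and 100% = reference agonist; strong numbers were not always called active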
PKA-R2B act: activators of human PKA-R2B complex; PKA-R2B holoenzyme dissociation, Cy5-IP20 fluorescence polarization; R2B truncated from residue 108, S112A mutant; 0% DMSO only, 100% 113 µM cGMP; activation, % at 11.4 µM; 0.079% of 340,000 active;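 active = activation above a cutoff set at the mean over all compounds plus 3 SD, cut at about 18% in these data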;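 note: higher means more holoenzyme dissociation and a rise in polarization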
V-ATPase pH: alters yeast V-ATPase proton transport | S. cerevisiae, pHLuorin cytosolic pH fluorescence | response, % at 10 µM | 0.37% of 350,000 active | AID 504577; in the data active = response mostly above about 7.3%, no sharp cut-off; inactive = mostly below about 5.4%; note: actives read high; inactives centre near 0; some compounds called inactive have numbers as strong as hits; reference of the scale not given here
OPRM1-OPRD1 inv: inverse agonists of human mu-delta opioid receptor heterodimerization | P35372+P41143 | inhibition, % at 9.3 µM | 0.21% of 340,000 active | cell-based MOR-DOR heterodimer luminescence, inverse agonism; in the data active = inhibition above about 22%, passing the limit was not always enough;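 note: 0% = cells with DMSO and 100% = wells without cells with DMSO; values of inactives mirror those of a sister screen read the other way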
Target sequence (P35372 whole entry, looked up): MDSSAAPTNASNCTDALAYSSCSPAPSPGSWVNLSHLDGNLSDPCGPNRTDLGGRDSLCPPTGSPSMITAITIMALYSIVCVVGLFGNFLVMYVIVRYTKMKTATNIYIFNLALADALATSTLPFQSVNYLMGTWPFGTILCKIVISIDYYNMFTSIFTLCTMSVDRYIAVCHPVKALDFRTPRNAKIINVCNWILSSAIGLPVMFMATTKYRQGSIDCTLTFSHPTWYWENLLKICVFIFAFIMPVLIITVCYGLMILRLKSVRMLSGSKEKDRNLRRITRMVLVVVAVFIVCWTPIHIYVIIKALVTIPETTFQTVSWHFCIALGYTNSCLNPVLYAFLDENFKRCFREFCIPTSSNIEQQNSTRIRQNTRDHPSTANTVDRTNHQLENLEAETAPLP
Target sequence (P41143 whole entry, looked up): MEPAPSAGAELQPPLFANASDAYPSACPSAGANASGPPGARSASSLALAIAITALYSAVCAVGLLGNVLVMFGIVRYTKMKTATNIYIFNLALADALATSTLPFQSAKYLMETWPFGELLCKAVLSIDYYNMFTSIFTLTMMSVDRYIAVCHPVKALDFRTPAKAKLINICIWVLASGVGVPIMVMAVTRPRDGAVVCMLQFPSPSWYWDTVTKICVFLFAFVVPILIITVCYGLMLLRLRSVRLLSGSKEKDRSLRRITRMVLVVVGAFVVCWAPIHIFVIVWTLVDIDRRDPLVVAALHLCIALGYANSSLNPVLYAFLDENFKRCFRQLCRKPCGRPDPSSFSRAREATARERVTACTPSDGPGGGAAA
MOR-DOR ag: OPRM1-OPRD1 heterodimerization agonism | 0.3% of 340,000 active | P35372+P41143 | cells, luminescence | activation, % at 9.3 µM | AID 504326; in the data active = activation above about 18%;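 note: 0% = vehicle-treated cells and 100% = reference agonist; values of inactives mirror those of a sister screen read the other way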
An asterisk follows results filed as active; . = no result given. The order is random; 2.4% or so of the library scored in one or more.

Order of values – HTR5A inv ag	DAGLB inh	PKA-R1A act	DSG3 Ab inh	Arr AP2 block	HTR5A ag ctr	PKA-R2B act	V-ATPase pH	OPRM1-OPRD1 inv	MOR-DOR ag
#1 O=C(CN(c1ccc(F)cc1)S(=O)(=O)c1ccc2c(c1)OCCO2)NCc1ccccn1
 : -16	3	-7	103	7	-3	9	1	4	-0.8
#2 Cc1ccccc1NC(=S)NC(=O)c1cc(-c2ccccc2)nc2ccccc12
 : 2	-12	-5	95	6	-10	2	1	22	-3.8
#3 COc1ccc([C@H]2C[C@H](O)[C@@H](n3cc(COC(=O)c4ccccc4)nn3)CN2CC2CCCCC2)cc1
 : .	-2	-11	.	.	.	-7	1	.	.
#4 O=C(NNC(=O)C1CC(c2cccs2)=NO1)Nc1ccccc1 (stereo not drawn)
 : 16	0	-6	93	-5	5	9	-4	14	-2.6
#5 CCOC(=O)c1sc(NC(=O)c2ccccc2C(=O)O)c(C(=O)OCC)c1C
 : -4	1	-18	99	39	1	-3	2	15	-2.8
#6 O=C(CSc1ncc(C(=O)O)n1-c1ccc(F)cc1)NCc1ccc2c(c1)OCO2
 : 6	-1	-24	103	35	-2	-9	4	8	-1.5
#7 C=CCNC(=O)c1ccc(OC)cc1
 : -8	1	-5	99	-2	2	2	-2	15	-2.9
#8 Cn1nnc2cc(C(=O)N3CCN(c4ccccn4)CC3)ccc21
 : -28	0	4	100	0	4	3	-1	-18	2.2
#9 O=C(c1ccccc1)N1CCN(C(=O)C2CC2)CC1
 : 0	1	-10	97	8	0	4	-2	10	-1.8
#10 COc1cccc(NC(=S)N(CCCN2CCCC2)Cc2cccn2Cc2ccc(Cl)cc2)c1
 : -8	-1	-5	100	10	3	-2	-2	-1	0.1
#11 O=C(O)C1=C[C@H](c2csc3ccccc23)C[C@H](OCCCCO)O1
 : -17	4	9	101	11	7	0	1	-2	0.4
#12 COC(=O)c1sccc1-c1ccc(C(=O)Nc2cccc(Cl)c2)o1
 : 7	-8	0	.	10	4	9	1	-24	4.8
#13 CCOC(=O)CCCCCC(=O)Nc1ccc2c(c1)C(=O)N([C@@H](C)CO)C[C@@H](C)[C@H](CN(C)C(=O)c1ccncc1)OCCCC[C@H](C)O2
 : .	-4	1	94	.	.	-2	1	.	.
#14 CC(=O)C1=C(C)N(Cc2ccccc2)C(=O)N[C@H]1CCc1ccccc1
 : -22	2	0	102	-2	-1	-8	10	-6	1.1
#15 COc1ccccc1/C=C/C(=O)N1CCN(S(=O)(=O)c2cc(C)ccc2C)CC1
 : 11	-2	-2	103	4	-4	0	1	10	-2.4

Looked up above.
Value for Cc1ccccc1NC(=S)NC(=O)c1cc(-c2ccccc2)nc2ccccc12 under V-ATPase pH: 1
Value for Cn1nnc2cc(C(=O)N3CCN(c4ccccn4)CC3)ccc21 under OPRM1-OPRD1 inv: -18
Value for COc1cccc(NC(=S)N(CCCN2CCCC2)Cc2cccn2Cc2ccc(Cl)cc2)c1 under DSG3 Ab inh: 100

(list continues)
Order of values – HTR5A inv ag	DAGLB inh	PKA-R1A act	DSG3 Ab inh	Arr AP2 block	HTR5A ag ctr	PKA-R2B act	V-ATPase pH	OPRM1-OPRD1 inv	MOR-DOR ag
#16 Cc1nn(Cc2ccc(C(=O)N3N=C(C(F)F)CC3(O)C(F)F)cc2)c(C)c1[N+](=O)[O-] (stereo not drawn)
 : -18	0	-6	109	-12	0	2	4	-3	0.5
#17 Cc1ccc(N2CN(CCC3=CCCCC3)CNC2=S)cc1
 : -15	-3	7	113	-12	-2	9	-1	2	-0.5
#18 Cc1ccc(Nc2nc(NCCCN3CCOCC3)nc(N)c2[N+](=O)[O-])cc1C
 : -12	1	-4	89	5	0	-1	-2	-79	12
#19 CCCC/C(O)=C1\C(=O)CCCC1=NCCc1c(C)[nH]c2ccccc12
 : 3	3	-16	98	1	1	-15	-3	3	-0.6
#20 CC(Sc1ncn[nH]1)C(=O)c1c(N)n(C)c(=O)n(C)c1=O (stereo not drawn)
 : -18	-7	8	100	2	4	-7	5	15	-4.0
#21 CCC(=O)N1CCN(c2ccc(NC(=O)c3ccc(Br)o3)cc2)CC1
 : 12	-4	1	106	5	2	10	1	5	-0.7
#22 Cc1ccc(C(=O)CN2CCN(c3ccccn3)CC2)c(C)c1
 : 11	-3	-7	106	9	-3	-6	3	16	-3.5
#23 CCc1cccc(NC(=O)CN(C)S(=O)(=O)c2cccs2)c1
 : 0	-1	-7	100	34	0	4	-1	11	-2.2
#24 CCn1c(=NC(=O)CSC(C)=O)sc2cc(F)ccc21
 : 15	-6	-4	.	-3	-6	-10	-2	4	-0.8
#25 CC(=O)N1CCc2cc(S(=O)(=O)C(C)CC(=O)NCc3ccco3)ccc21 (stereo not drawn)
 : .	-2	-4	97	.	.	-7	4	.	.
#26 CCS(=O)(=O)Nc1ccc(C2=NN(C(=O)c3ccco3)C(c3ccc(Cl)o3)C2)cc1 (stereo not drawn)
 : -14	0	-13	91	41	4	-5	-1	0	0.0
#27 CC(=O)c1cccc(NC(=O)c2ccc(CN3CCc4ccccc4C3)cc2)c1
 : 1	-2	4	109	8	0	-2	0	-2	0.3
#28 CS(=O)(=O)Cc1ccc(C(=O)NNC(=O)c2cc(-c3ccccc3)n[nH]2)cc1
 : 9	-1	6	92	9	-2	-5	1	14	-2.6
#29 CC1CN(C(=O)CN2C(=O)c3ccccc3S2(=O)=O)CC(C)O1 (stereo not drawn)
 : -12	0	4	103	-3	1	6	4	12	-2.2
#30 Cc1ccccc1CS(=O)(=O)Cc1ccc(C(=O)N2CCOCC2)o1
 : 9	-2	-2	101	-4	-1	5	0	4	-0.6
#31 CC(C)(C)OC(=O)N(CCc1ccccc1)Cc1cccc(OCc2cccc(NC(=O)C3CC3)c2)c1
 : -8	-8	-5	125	2	2	-9	6	-23	4.8
#32 O=C(/C=C/c1ccc(F)cc1)NCCCN1CCN(CCCNC(=O)/C=C/c2ccc(F)cc2)CC1
 : 21	1	-5	92	-6	-8	-2	-2	9	-1.5
#33 CC(=O)N1c2ccc(S(=O)(=O)NCC3CCC(C(=O)N4CCCC(C)C4)CC3)cc2CC1C (stereo not drawn)
 : -5	3	11	105	0	0	-2	1	11	-2.3
#34 COc1ccc(CN2C(=O)CCC2(C)C(=O)NC2CCCCC2)c(OC)c1 (stereo not drawn)
 : -4	1	16	100	34	2	-3	2	-4	0.7
#35 Cc1ccc(C#N)c(SCc2nnc(-c3ccc(Cl)cc3)o2)n1
 : -3	-4	1	116	24	6	4	-7	11	-2.0
#36 Cc1nc2ccc(NC(=O)c3ccc([N+](=O)[O-])cc3)cc2[nH]1
 : 1	1	-12	104	-15	0	3	-1	-5	1.1
#37 CC(C)(C)c1cc(C(=O)O)n[nH]1
 : 5	2	-3	102	-43	-2	3	0	11	-2.0
#38 CSc1ccc(CCNC(=O)CN2C(=O)CCSc3ccccc32)cc1
 : -4	-1	1	111	-4	1	-6	-1	18	-4.0
#39 O=C(N/N=C/c1ccoc1)c1cc(O)cc(O)c1
 : 8	-1	-6	110	-2	4	-9	-1	15	-2.7
#40 O=C1CCN(C(=O)CSc2ccc(Cl)cc2)N1
 : 0	2	2	103	2	-4	4	7	14	-3.1
#41 Cc1ccc(C(=O)N2CCC(C(N)=O)CC2)cc1C
 : 21	1	2	82	12	-1	-13	0	1	-0.3
#42 COc1cc(C(=O)N(Cc2ccc(N(C)C)cc2)C2CCS(=O)(=O)C2)cc(OC)c1OC (stereo not drawn)
 : -12	2	-7	.	3	2	-12	3	10	-1.8
#43 O=C(CN(Cc1ccccc1)S(=O)(=O)c1cccc(C(F)(F)F)c1)NC1CCCCC1
 : 3	-5	6	90	6	6	1	0	-14	2.8
#44 Cc1cc(N(C)/N=C/c2ccccc2)nc(-c2ccccc2O)n1
 : -19	-3	0	99	-8	7	5	-3	15	-3.2
#45 COc1ccc2c(c1)CCc1cn3nc(C)cc3nc1-2
 : 4	-7	6	117	-4	6	13	-3	-5	0.9

By substructure: the compounds so far containing a COOH group
Order of values – HTR5A inv ag	DAGLB inh	PKA-R1A act	DSG3 Ab inh	Arr AP2 block	HTR5A ag ctr	PKA-R2B act	V-ATPase pH	OPRM1-OPRD1 inv	MOR-DOR ag
#5 CCOC(=O)c1sc(NC(=O)c2ccccc2C(=O)O)c(C(=O)OCC)c1C
 : -4	1	-18	99	39	1	-3	2	15	-2.8
#6 O=C(CSc1ncc(C(=O)O)n1-c1ccc(F)cc1)NCc1ccc2c(c1)OCO2
 : 6	-1	-24	103	35	-2	-9	4	8	-1.5
#11 O=C(O)C1=C[C@H](c2csc3ccccc23)C[C@H](OCCCCO)O1
 : -17	4	9	101	11	7	0	1	-2	0.4
#37 CC(C)(C)c1cc(C(=O)O)n[nH]1
 : 5	2	-3	102	-43	-2	3	0	11	-2.0

(list continues)
Order of values – HTR5A inv ag	DAGLB inh	PKA-R1A act	DSG3 Ab inh	Arr AP2 block	HTR5A ag ctr	PKA-R2B act	V-ATPase pH	OPRM1-OPRD1 inv	MOR-DOR ag
#46 Cc1cnc(C(=O)Oc2c(C)ccc(C)c2C)cn1
 : 7	0	-7	95	-4	-3	0	1	-2	0.3
#47 O=C(COC(=O)c1cccc(OC(F)F)c1)NC1CCCC1
 : -1	-1	-3	.	-14	0	0	1	18	-3.9
#48 CC1c2ccsc2CCN1S(=O)(=O)c1ccccc1 (stereo not drawn)
 : -16	-3	-10	112	24	-2	-9	-2	15	-2.9
#49 O=C(NNC(=O)c1ccco1)c1ccc(NS(=O)(=O)c2cccs2)cc1
 : -2	1	4	95	-7	1	-16	0	10	-1.6
#50 Nc1nc(SCC(=O)N2CCCCC2)[nH]c(=O)c1NC(=O)c1ccccc1F
 : -20	2	6	103	-1	-2	8	4	17	-3.3
#51 Cc1nnc(SCC(=O)N(Cc2ccccc2)C(C)(C)C)[nH]c1=O
 : 5	2	4	98	-20	-2	-11	2	-3	0.5
#52 c1cnc(N2CCN(c3cnccn3)CC2)nc1
 : 4	1	-3	102	1	-2	11	-1	-3	0.6
#53 Cc1cc(N2CCOCC2)nc2ccc(NC(=S)N3CCCCC3C)cc12 (stereo not drawn)
 : -33	1	-15	91	7	12*	-5	1	-22	3.1
#54 Cc1cc(C)cc(NC(=S)NC2CC3CCC(C2)N3Cc2ccco2)c1 (stereo not drawn)
 : 10	-1	-2	123	-10	-4	-14	2	-3	0.5
#55 COc1ccc(OC)c(CNC(=O)CCCn2ccc3cc(S(=O)(=O)N4CCCC4)ccc32)c1
 : 6	1	-2	101	-1	-1	2	4	2	-0.3

Values in list order from the entries so far.
Entries 47–54 in OPRM1-OPRD1 inv, in turn: 18, 15, 10, 17, -3, -3, -22, -3
Entries 47–54 in DSG3 Ab inh, in turn: ., 112, 95, 103, 98, 102, 91, 123

One compound at a time, from the list above. Order of values: HTR5A inv ag, DAGLB inh, PKA-R1A act, DSG3 Ab inh, Arr AP2 block, HTR5A ag ctr, PKA-R2B act, V-ATPase pH, OPRM1-OPRD1 inv, MOR-DOR ag
O=C(COC(=O)c1cccc(OC(F)F)c1)NC1CCCC1 is listed with -1, -1, -3, ., -14, 0, 0, 1, 18, -3.9
c1cnc(N2CCN(c3cnccn3)CC2)nc1 is listed with 4, 1, -3, 102, 1, -2, 11, -1, -3, 0.6
Cc1cc(N2CCOCC2)nc2ccc(NC(=S)N3CCCCC3C)cc12 (stereo not drawn) is listed with -33, 1, -15, 91, 7, 12*, -5, 1, -22, 3.1

Screens (PubChem BioAssay)
